Screening results: PubChem BioAssay, Broad Institute
CAL PDZ FP-1 – blocks peptide binding to human CAL PDZ domain | Q9HD26 | purified CAL PDZ, TMR-peptide fluorescence polarization, 1 h | inhibition, % at 20 µM | 330,000 tested, 0.02% active | AID 504414;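 active means highest replicate inhibition of at least 40%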;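 further: plate controls were DMSO neutral control wells for no effect and unlabeled competitor peptide control wells for full effect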
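System: purified tagged CAL PDZ domain construct (CerCALP). Schedule: 1 h incubation at room temperature before polarization reading. Medium: 25 mM sodium phosphate pH 7.4, 150 mM NaCl, TCEP, IgG, Thesit. Read-out: percent inhibition from loss of millipolarization. Measured by: FP readout, S and P plane fluorescence. Probe or stimulus: fluorescent TMR peptide probe.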
Rtt109 Vps75 – blocks Candida albicans Rtt109/Vps75 acetyltransferase activity; AID 540336; Q5AAJ8; 330,000 tested, 0.16% active; purified Rtt109/Vps75, ThioGlo CoA-SH fluorescence, 4 h; inhibition, % at 34.9 µM;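 active means inhibition of at least 50% in every replicate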
Target sequence (Q5AAJ8 whole entry, looked up): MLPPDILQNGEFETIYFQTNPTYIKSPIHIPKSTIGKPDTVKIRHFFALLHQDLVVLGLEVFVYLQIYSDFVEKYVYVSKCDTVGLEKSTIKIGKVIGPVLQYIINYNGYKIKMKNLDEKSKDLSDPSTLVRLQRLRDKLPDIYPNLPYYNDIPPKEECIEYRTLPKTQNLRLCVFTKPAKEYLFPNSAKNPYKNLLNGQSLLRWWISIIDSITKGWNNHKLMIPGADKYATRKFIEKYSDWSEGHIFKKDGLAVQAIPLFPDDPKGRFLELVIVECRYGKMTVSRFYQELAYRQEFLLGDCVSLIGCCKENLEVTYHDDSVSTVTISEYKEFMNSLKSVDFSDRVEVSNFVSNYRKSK
NSD2 HMT inh – inhibitors of human histone methyltransferase NSD2. O96028. NSD2 peptide methylation, AlphaScreen, 120 min. inhibition, % at 12.5 µM. 310,000 tested, 0.54% active. AID 743445; in the data active means inhibition above about 50%
MITF act – activators of MITF-driven TRPM1 promoter activity in SK-MEL-5 cells. SK-MEL-5 TRPM1-promoter luciferase, 24 h; % of positive control, neutral wells = 0. activation, % at 12.5 µM. 300,000 tested, 0.75% active. AID 588334;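 active means mean activation of at least 80% with every replicate also reaching 80%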;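 further: 0% = neutral control wells and 100% = parthenolide positive control wells; values of inactives mirror those of a sister screen read the other way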
PvdQ acylase – P. aeruginosa PvdQ acylase inhibition | purified PvdQ acylase, fluorescence plate reader | inhibition, % at 10 µM | 340,000 tested, 0.063% active; in the data active means inhibition above about 30%, passing the limit was not always enough;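 further: 0% = vehicle neutral wells and 100% = reference inhibitor wells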
PfHsp90 yeast 2 – growth inhibition of yeast expressing Plasmodium Hsp90. S. cerevisiae expressing PfHsp90, BacTiter-Glo ATP, 48 h; yeast lacking PDR1 and PDR3 efflux regulators. inhibition, % at 9.4 µM. 310,000 tested, 0.32% active. AID 504621;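 active means every replicate shows inhibition above about 80%, whatever the replicate mean, limit read from the data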;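 further: 0% = DMSO neutral controls and 100% = 20 µM radicicol positive controls; yeast relying on Plasmodium falciparum Hsp90 in place of its own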
SR-BI HDL uptake – blocks mouse SR-BI lipid uptake from DiI-HDL; ldlA[mSR-BI] CHO cells, DiI-HDL uptake fluorescence, 3 h; inhibition, % at 12.5 µM; 320,000 tested, 0.96% active;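 active means mean replicate inhibition of at least 70% and a set share of replicates each scoring 70 or more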;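 further: 0% = median of neutral control wells and 100% = median of positive control wells; values of inactives mirror those of a sister screen read the other way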
SR-BI DiI-HDL act – activators of SR-BI mediated HDL lipid uptake; CHO ldlA[mSR-BI] cells, DiI-HDL uptake fluorescence, 3 h; 100 = double the neutral-control signal; activation, % at 12.5 µM; 320,000 tested, 0.096% active;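 active means mean replicate activation of at least 60% and every replicate at or above 60%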;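 further: 0% = median plate neutral-control signal and 100% = twice that signal; values of inactives mirror those of a sister screen read the other way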
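Test system: SR-BI-overexpressing, LDLR-lacking CHO cells; Also added: labelled HDL, 10 µg/mL; Measured by: bottom-read cell fluorescence after medium removal, ex 550/em 595 nm; Timing: 3 h uptake period with compound, 37 °C; Buffer or medium: F12, 0.5% BSA, 25 mM HEPES; Doses: single compound concentration, delivered by pin transfer.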
dFosB activator – activators of mouse delta FosB homodimer; AID 493131; P13346; activation, % at 25 µM; 340,000 tested, 0.99% active; purified delta FosB, TAMRA-CDK5 oligo fluorescence polarization; percent of positive-control signal above neutral wells;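 active means mean activation above about 17%, with every replicate also reaching it, limit read from the data, passing the limit was not always enough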;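 further: fluorescence polarization rise as delta FosB binds a TAMRA Cdk5 AP-1 oligo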
Target sequence (P13346 whole entry, looked up): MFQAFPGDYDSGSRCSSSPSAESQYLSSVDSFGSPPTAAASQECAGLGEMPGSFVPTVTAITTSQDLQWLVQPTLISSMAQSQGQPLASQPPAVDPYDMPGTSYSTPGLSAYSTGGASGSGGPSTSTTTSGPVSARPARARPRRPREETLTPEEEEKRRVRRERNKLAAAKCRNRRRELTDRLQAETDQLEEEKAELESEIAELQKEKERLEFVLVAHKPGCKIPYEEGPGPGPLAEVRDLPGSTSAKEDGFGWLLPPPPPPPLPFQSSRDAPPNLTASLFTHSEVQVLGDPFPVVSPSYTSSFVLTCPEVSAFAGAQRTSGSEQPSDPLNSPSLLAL
CAL PDZ FP-2 – blocks peptide binding to the human CAL PDZ domain | AID 602252 | purified CAL PDZ, TMR-peptide fluorescence polarization, 1 h | 300,000 tested, 0.92% active | Q9HD26 | inhibition, % at 24.9 µM;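 active means mean inhibition of at least 30% with at least half of replicates also reaching 30%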;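 further: 0% = DMSO neutral control and 100% = excess unlabeled competitor peptide PRC23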
Active calls of the source: *; / = not tested or not shown.

SMILES	CAL PDZ FP-1	Rtt109 Vps75	NSD2 HMT inh	MITF act	PvdQ acylase	PfHsp90 yeast 2	SR-BI HDL uptake	SR-BI DiI-HDL act	dFosB activator	CAL PDZ FP-2
Cc1ccc(CNC(=O)c2ccc(NC(=O)CCS(=O)(=O)c3cccs3)cc2)cc1	0.3	7	1	/	7	/	14	-14	20*	-1
O=C(c1ccc2ccccc2n1)N1CCN(c2ccccc2)CC1	-0.5	10	-2	-4	2	42	-31	31	1	-3
O=C(N/N=C/c1ccc(Br)s1)c1c[nH]c2ccccc12	-4.1	22	1	46	16	32	-10	10	-3	-6
O=C(c1cccs1)N1CCC(N2CCN(c3ccccc3)CC2)CC1	-0.4	-9	/	/	-1	19	-8	8	-7	-2
N#CC1=C(S)N(c2ccccc2)C(c2ccc(-c3ccc(Cl)c(Cl)c3)o2)NC1=O (stereo unspecified)	-0.2	30	/	-2	1	2	/	/	-13	/
COC(=O)Cc1c(O)ccn(Cc2ccc3c(c2)OCO3)c1=O	0.3	-2	-1	10	-12	12	-14	14	0	/
COc1cccc(/C(O)=C/c2nc3ccc(C(=O)NCCc4ccc(Cl)cc4)cc3[nH]c2=O)c1	-0.6	-11	1	-45	0	0	29	-29	0	-18
Cc1ccnc(NS(=O)(=O)c2ccc(N3C(=O)c4ccccc4C3=O)cc2)n1	0.5	-5	-1	-4	-6	17	-18	18	0	0
CC1CCN(C(=S)Nc2ccc(SC(F)F)cc2)CC1	-0.8	-4	-2	50	14	-4	5	-5	7	-2
CCC(Sc1nc(C)cc(C)n1)C(=O)Nc1ccc(S(N)(=O)=O)cc1 (stereo unspecified)	-1.8	1	32	-1	0	-2	/	/	4	1
COc1ccc(NC(=O)Nc2nnc(Cc3ccc(OC)c(OC)c3)s2)cc1	-0.1	2	6	-13	0	15	-8	8	-4	-1
O=C(COc1ccc(Cl)cc1)c1ccc(O)cc1O	-2.7	2	-2	52	-4	-21	13	-13	-4	55*
Cc1ccc(-n2nnnc2SCC(=O)N2Cc3ccccc3CC2C(=O)O)cc1 (stereo unspecified)	0.2	-7	/	-4	-14	1	/	/	-10	-4
COCCCNC(=O)CCc1ccc(S(=O)(=O)Nc2ccc(C)cc2)cc1	-2.4	4	-1	-15	7	49	-39	39	-5	/
Cc1noc(C)c1NC(=O)Nc1cccc2c1O[C@H](CN(C)S(=O)(=O)c1ccccc1)[C@@H](C)CN([C@H](C)CO)C2=O	0.1	6	/	0	-13	0	-3	3	-4	-4
CC(=O)Nc1ccc(S(=O)(=O)Nc2c(NC3CCCCC3)c3ccccc3oc2=O)cc1	-2.1	0	-5	-5	-11	-1	-10	10	-14	1
Cc1ccc(NC(=O)OCc2ccccc2S(C)=O)cc1 (stereo unspecified)	0.0	-3	-3	11	0	-6	4	-4	3	-2
CCOC(=O)CN1C(=O)S/C(=C/c2ccc(O)c([N+](=O)[O-])c2)C1=O	1.0	-5	7	6	3	32	40	-40	-3	2
CS(=O)(=O)c1nc([N+](=O)[O-])nn1CCCc1ccccc1	0.2	6	2	/	-11	7	5	-5	-8	-1
CCN(CC)Cc1c[nH]c2c(C(=O)OC)cccc12	0.3	9	/	/	5	10	-16	24	-2	-16
CN(Cc1ccccc1)C(=O)c1cccc(NC(=O)Cc2ccc(NC(=O)C3CCN(C(=O)c4ccccc4)CC3)cc2)c1	-1.7	-5	/	10	-18	9	45	-45	-15	0
COc1ccc(S(=O)(=O)NNC(=O)C2COc3ccccc3O2)cc1[N+](=O)[O-] (stereo unspecified)	-2.0	-8	-4	-7	-5	-9	-14	14	7	-1
CC(C)N(Cc1nnc(-c2ccccc2Br)o1)C(=O)c1cc(Cl)nc2ccccc12	-3.6	-17	-2	-23	-11	-15	21	-21	-13	2
COc1cc(/C=C/C(=O)OCC(=O)Nc2ccc(NC(C)=O)cc2)cc(S(=O)(=O)N2CCc3ccccc32)c1OC	-0.5	42	8	7	-14	/	/	/	-9	28
O=C(CNC(=O)c1ccc(Br)cc1)N/N=C/c1ccc[nH]1	-2.5	3	0	-8	-7	-20	16	-16	-1	0
CC1(C)c2[nH]c3ccccc3c2C[C@H]2C(=O)N(Cc3ccc(F)cc3)C(=O)N21	-0.9	-5	/	0	-15	8	51	-51	-4	-2
CC(C)CN(C(=O)COC(=O)c1ccc(Cl)c(N)c1)c1c(N)n(Cc2ccccc2)c(=O)[nH]c1=O	0.4	0	-2	-2	-14	/	22	-22	0	-3
CCSC1=NCCN1C(=O)c1ccc(S(=O)(=O)N(C)C)cc1	-2.5	-3	-1	-10	-12	-1	-5	5	-7	0
Nc1nc(SCC(=O)Nc2ccccc2-c2ccccc2)n[nH]1	-0.4	17	1	1	-15	-2	-28	28	-5	-2
Cc1ccc(NC(=S)N2CCC(c3ccccc3)C2)c(Cl)c1 (stereo unspecified)	-3.2	-4	-6	61	-2	-8	/	/	-7	1
O=C(Nc1ccc(N2CCCC2)cc1)c1cc(Br)ccc1Cl	0.8	2	-1	2	-6	-17	56	-56	52*	/
O=C(c1cc(-c2ccc(Cl)cc2)on1)N1CCc2ccccc2C1	-0.2	-2	-4	18	-3	-4	2	-2	1	/
Cc1ccc(-c2nnn(CC(=O)N(c3ccccc3)C(C(=O)NCC3CCCO3)c3ccc(F)cc3)n2)o1 (stereo unspecified)	-4.0	10	5	-5	6	-22	-2	2	-5	-1
CCOc1ccc(S(=O)(=O)N2CCCCC2)cc1NC(=O)Cc1cccs1	-1.0	-2	0	-35	-20	-5	-3	3	-4	-7
Cc1cccc(C2CC(c3ccc(Cl)cc3)Nc3nc(N)nn32)c1 (stereo unspecified)	0.0	6	/	4	-15	0	6	-6	-7	-4
CCc1ccc(NC(=O)CCn2c(=O)oc3ccccc32)cc1	/	-3	-2	/	2	/	14	-14	-1	0
CCOc1ccccc1NCc1nnc(-c2ccccc2)o1	-0.2	2	66*	-6	-12	-6	16	-16	-4	6
O=C(C[C@H]1C[C@H](C(=O)N2CCCCC2)[C@@]2(CCc3ccccc3)c3[nH]c4ccc(Cl)cc4c3CCN2C1=O)NCCN1CCOCC1	-0.4	1	/	7	-6	10	-18	18	0	-4
CC(C)(C)C(=O)Nc1sc(-c2ccccc2)cc1C(=O)O	0.1	3	-2	25	1	-21	-5	5	-2	-7
O=C(NCc1ccc2c(c1)OCO2)c1nnc(Cc2ccc(Cl)cc2)o1	0.1	9	/	3	0	5	-9	9	27*	-3
O=C(c1ccccc1-c1ncc[nH]1)N1CCCC(Nc2ccc(F)cc2)C1 (stereo unspecified)	-3.3	2	0	-2	-11	13	-10	10	-6	-3
CCCOc1ccc(N2C(=O)CC(NCc3ccncc3)C2=O)cc1 (stereo unspecified)	-1.0	0	-1	4	-2	4	-7	7	-4	/
CCCC(=O)c1cc(F)c(N2CCOCC2)cc1C	0.1	8	-2	25	12	4	-4	4	1	-3
CC(C)(C)c1ccc(OCC(=O)NCCN2CCCC2)cc1	-1.8	4	1	2	1	7	-26	26	12	1
CC(C)c1ccccc1NC(=O)C1CC(=O)N(C2CCCC2)C1 (stereo unspecified)	-1.5	6	-1	8	4	27	0	0	2	-1
O=C1C(=O)N(CCN2CCOCC2)C(c2ccccn2)/C1=C(/O)c1ccc(Cl)cc1 (stereo unspecified)	-3.1	1	/	0	3	9	-16	16	-3	-2
Oc1oc(-c2ccc(Br)cc2)nc1C=Nc1ccc(Br)cn1	-2.3	1	3	-7	7	0	-15	15	-5	-3
CC(=O)C1CCC2C3CC(C)=C4CC(O)CCC4(C)C3CCC12C (stereo unspecified)	-0.3	0	-1	-11	7	/	-2	2	-14	-5
COC(=O)COc1c(Cl)cc(C(c2c(C)[nH][nH]c2=O)c2c(C)[nH][nH]c2=O)cc1OC	0.0	-3	2	-9	-1	-1	-10	10	-3	0
CCCCNC(=O)/C(=C/c1ccco1)NC(=O)c1ccco1	/	3	/	-5	-9	8	-19	19	-4	0
O=C(NNc1nc2c(F)cccc2s1)C1COc2ccccc2O1 (stereo unspecified)	0.3	5	-1	14	-20	7	-11	11	5	/
Cn1c(C(=O)O)cnc1Sc1ncc(C(F)(F)F)cc1Cl	-3.0	/	3	-11	0	-5	-7	7	6	1
CCN(Cc1ccccc1)Cc1c(F)cccc1F	-2.8	2	3	-7	-19	14	-12	12	3	-1
O=C1NC(Cc2c[nH]c3ccccc23)C(=O)N1Cc1ccccc1 (stereo unspecified)	-2.1	-9	-4	-13	-10	1	4	-4	-8	-1
CC(C)=CCCC(C)CN1CCC(n2nccc2NC(=O)c2ccc3c(c2)OCO3)CC1 (stereo unspecified)	-3.9	5	4	2	-7	-1	25	-25	-5	-3
CCC(=NCCc1c(C)[nH]c2ccc(OC(F)(F)F)cc12)C1=C(O)CC(c2ccccc2)CC1=O (stereo unspecified)	-2.3	-5	-1	-3	-1	/	45	-45	-10	-1
COc1ccc(NC(=O)c2ccco2)c(NC(=O)Cc2cccs2)c1	0.5	-9	-1	14	-6	-4	-22	22	1	6
CCOC(=O)c1c(NC(=O)/C=C/C(=O)O)sc(C)c1-c1ccc(F)cc1	-2.0	/	8	-11	6	-27	-26	26	-1	-6
O=C(Nc1nccs1)Oc1ccccc1	-0.7	4	-1	-2	-23	/	-20	20	7	-4
CN1CCN(c2cc(C(F)(F)F)nc3ccc(F)cc23)CC1	0.7	3	34	2	-4	-9	-4	4	3	/

3 records picked at random from the list so far:
SMILES	CAL PDZ FP-1	Rtt109 Vps75	NSD2 HMT inh	MITF act	PvdQ acylase	PfHsp90 yeast 2	SR-BI HDL uptake	SR-BI DiI-HDL act	dFosB activator	CAL PDZ FP-2
CCC(=NCCc1c(C)[nH]c2ccc(OC(F)(F)F)cc12)C1=C(O)CC(c2ccccc2)CC1=O (stereo unspecified)	-2.3	-5	-1	-3	-1	/	45	-45	-10	-1
COC(=O)COc1c(Cl)cc(C(c2c(C)[nH][nH]c2=O)c2c(C)[nH][nH]c2=O)cc1OC	0.0	-3	2	-9	-1	-1	-10	10	-3	0
CCCCNC(=O)/C(=C/c1ccco1)NC(=O)c1ccco1	/	3	/	-5	-9	8	-19	19	-4	0

Next part.
SMILES	CAL PDZ FP-1	Rtt109 Vps75	NSD2 HMT inh	MITF act	PvdQ acylase	PfHsp90 yeast 2	SR-BI HDL uptake	SR-BI DiI-HDL act	dFosB activator	CAL PDZ FP-2
O=C(Nc1cccc(S(=O)(=O)N2CCCC2)c1)c1ccncc1	-4.8	-17	1	-5	-10	-1	-2	2	-9	-4
c1ccc(CCN2CN(CCCN3CCOCC3)c3nc4ccccc4n3C2)cc1	-1.0	-1	-2	-2	-19	-32	-21	21	-6	1
CCCn1c(=S)[nH]c2ccc(C(F)(F)F)cc21	8.2	-2	1	0	15	-21	11	-11	-7	2
COCCSc1ccccc1C(=O)Nc1cc(C)on1	-1.2	9	-1	-11	-7	-14	-9	9	3	1
